Compound activity: PubChem, Broad Institute
CD40 NFkB inh – CD40 pathway inhibition in BL2 cells; inhibition, % at 10 µM; BL2 NF-kB luciferase reporter, CD40L-induced, 4 h; 0.94% of 83,000 active;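 active = mean inhibition of at least 50% with a set share of replicates also reaching that level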;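 also: 0% = neutral control wells and 100% = IKK inhibitor VII at 50 µM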
Numbers without * were called inactive; [ ] = remark or other dose.

SMILES | CD40 NFkB inh
CN(C)CC(=O)N1[C@H](C#N)[C@H](c2ccccc2-c2ccc(C(=O)N(C)C)cc2)[C@H]1CO | -6[25 µM]
O=C(Cn1cnc2c(cnn2-c2ccccc2)c1=O)N1CCCc2ccccc21 | 5
O=C(NC1CCCCCC1)c1ccc(-n2cnnc2)cc1 | -8
O=C(O)Cn1cc(C(=O)c2cccs2)c2ccccc21 | -6
COc1ccc(CN2CCCC(C(=O)c3ccc(Cl)cc3)C2)cc1Cn1cccn1 (stereo not drawn) | 19
CCCNC(=O)COc1ncnc2sc(C)c(C)c12 | 9
CCOc1ccc(S(=O)(=O)NCCC(=O)NC2=NCCS2)cc1 | 17
CCN(CC)CCOC(=O)c1ccc(Cl)cc1 | 9
O=C(CSC(=S)N1CCSCC1)c1ccc(Cl)cc1 | -114
Cc1cc(C(=O)COc2cccc(-n3cnnn3)c2)c(C)n1-c1ccccc1 | -24
CC(=O)Nc1ccc(NC(=O)CSc2nc(=O)n(Cc3ccncc3)c3c2CCC3)cc1 | 4
CC(C)[C@@H]1C(=O)NCCC=CC[C@H](C)Oc2ccccc2C(=O)N1C (mixture of isomers) | -8[25 µM]
CNS(=O)(=O)c1cccc(C(=O)OCC(=O)c2ccc3[nH]c(=O)[nH]c3c2)c1 | 1
O=c1cc(-c2ccccc2)ss1 | 9
O=C(COC(=O)c1ccccc1-c1nc2ccccc2s1)NC1CCS(=O)(=O)C1 (stereo not drawn) | 1
Cc1cc(C(=O)N2CCN(c3ncccn3)CC2)c2cc(F)ccc2n1 | 10
COc1ccc(C2N(c3ccc(Cl)cc3)N=C(C(C)=O)N(C)N2C(C)=O)cc1 (stereo not drawn) | 11
COc1ccccc1NC(=O)N1C[C@@H](O)COC[C@H]2O[C@H](CC(=O)NCCc3ccncc3)CC[C@@H]21 | 7[25 µM]
COc1cccc(CNC(=O)CCC2CCCN(c3cc(C)nc(N4CCCC4)n3)C2)c1 (stereo not drawn) | 10
C[C@@H]1CN([C@@H](C)CO)C(=O)c2cc(NC(=O)CCN3CCOCC3)ccc2O[C@@H]1CN(C)Cc1ccc(C(F)(F)F)cc1 | 9[25 µM]
CCS(=O)(=O)N1CC(=O)N2[C@H](CO)[C@@H](c3ccc(-c4cccc(F)c4)cc3)[C@H]2C1 | 8[25 µM]
O=C(Nc1ccc(C(F)(F)F)cc1)N[C@H]1C=C[C@@H](CC(=O)N2CCCCC2)O[C@H]1CO | 18[25 µM]
Cc1ccc(C)c(N=Nc2nc3ccccc3n2C)c1 | 15
COc1ccc2c3c(n(C)c2c1)[C@@H](CO)N(C(=O)Nc1ccc(F)cc1)CC31CCN(C(=O)c2ccc3c(c2)OCO3)CC1 | 30[25 µM]
Nc1c(C(=O)CSc2nnc(-c3ccccc3)o2)c(=O)[nH]c(=O)n1C1CC1 | 17
COCCN(C(=O)c1cc(CN2C(=O)c3ccccc3C2=O)ccc1OC)c1c(N)n(CC(C)C)c(=O)[nH]c1=O | -1
COC(=O)c1cc(COC(=O)c2ccc(OC)c(S(=O)(=O)N3CCCC3)c2)oc1C | 1
Cn1c(=O)c2ncn(C)c2n(C)c1=O | 11
COc1ccc2cc(CO)c(Cl)nc2c1 | 5
COc1ccc(NC(=O)c2cc3c(C)nn(-c4ccccc4)c3s2)cc1 | -5
CC(=O)Nc1nnc(Cc2c[nH]c3ccccc23)s1 | 8
Cc1nc(SCC(=O)NC2CCS(=O)(=O)C2)c(C#N)c(C)c1C (stereo not drawn) | -3
O=C1CC(c2ccccc2)Oc2ccc(Cl)cc21 (stereo not drawn) | -4
O=C(c1cccnc1)N1CCCCN2[C@H](C1)[C@@H](c1ccc(C#Cc3ccccn3)cc1)[C@@H]2CO | -4[25 µM]
C/C=C/c1ccc(OCCCNCC(C)O)c(OC)c1 (stereo not drawn) | -1
CCCCC(=O)Nc1nnc(C)s1 | 14
Cc1ccc(C(=O)O/N=C\c2ccc(N3CCCCC3)c([N+](=O)[O-])c2)cc1 | 7
COc1ccc(OCCC(=O)OCC(=O)NCc2ccccc2OC)cc1 | 5
CC(C)NC(=O)N1CCCCN2[C@H](C1)[C@H](c1ccc(C#C[C@@H](C)O)cc1)[C@@H]2CO | 3[25 µM]
CN(C)C(CNC(=O)CCNC(=O)c1ccccc1Cl)c1ccco1 (stereo not drawn) | 3
Cc1cc(NC(=O)Cn2nc(C(F)(F)F)c3c2CCC3)no1 | 4
CO[C@H]1CN(C)C(=O)c2cc(NC(=O)NC3CCCCC3)ccc2OC[C@@H](C)N(C)C[C@H]1C | 8
O=C(NNC(=O)C1CCC1)c1ccccc1F | 7
O=C(c1ccc(Nc2nccc(-c3cc4ccccc4s3)n2)cc1)N1CCC(N2CCCC2)CC1 | 68*[25 µM]
CCN(C(=O)COC(=O)/C=C/c1ccc(OC)c(OC)c1)c1c(N)n(Cc2ccccc2)c(=O)[nH]c1=O | -8
COc1ccc(NC(=S)N2CCCC2)cc1OC | -9
NS(=O)(=O)c1ccc(NC(=S)NCc2ccco2)cc1 | 7
CC(=O)c1ccc(NC(=O)CSc2nc(=O)n(CCN3CCOCC3)c3c2CCC3)cc1 | -5
Cc1ccc(NC(=O)N2CCC(c3nc4c(nnn4Cc4cccc(Cl)c4)c(=O)[nH]3)CC2)cc1 | 42
CC1CCC(=NNC(=O)Cc2ccccc2)CC1 (stereo not drawn) | 4
Nc1nc(Cl)nc2c1ncn2C1OC(CO)C(O)C1F (stereo not drawn) | 6[25 µM]
Cc1cc(OCC(=O)NC(C)(C)C)ccc1Cl | -16
O=C(c1cc2cc(Br)ccc2o1)N1CCCC1 | -75
FC(F)(F)c1cccc(-c2nnc(-c3ccccc3)c(N3CCOCC3)n2)c1 | -4
Cc1noc(C)c1COC(=O)COc1ccc(C#N)cc1 | 2
O=C(NC(=O)c1cccc(Cl)c1)OC[C@@H]1CCCN2CCCCC12 (stereo partly drawn) | 14
COc1ccc(NS(=O)(=O)c2cc([N+](=O)[O-])ccc2N/N=C/c2c(C)[nH]c3ccccc23)cc1 | 3
Cc1ccn(-c2n[nH]c(C)c2[N+](=O)[O-])n1 | 8
CCN1C(=O)C(=O)N(CC(=O)N(C)CC(=O)Nc2ccccc2C(F)(F)F)C1=O | -1
CCOC(=O)C1(CCCc2ccccc2)CCN(C(=O)CN2C(=O)CSC2=O)CC1 | 3
(more compounds)
SMILES | CD40 NFkB inh
CN1C(=O)c2cc(NS(C)(=O)=O)ccc2OC[C@@H]2O[C@@H](CC(=O)N3CCOCC3)CC[C@H]21 | -4[25 µM]
C[C@@H]1CN([C@@H](C)CO)C(=O)CCCn2cc(nn2)CO[C@H]1CN(C)Cc1ccc(Oc2ccccc2)cc1 | -11
O=C(NNS(=O)(=O)c1ccc(F)cc1)c1ccc2c(c1)OCO2 | -10
O=C(CCN1c2ccccc2Sc2ccccc21)Nc1ccccc1 | 11
Cc1nc2cc(F)ccc2n1C1CCN(C(=O)c2ccc(F)cc2F)CC1 | 8
CCN1CCN(c2nc3ccccc3nc2C(C#N)C(=O)OCc2ccccc2)CC1 (stereo not drawn) | 8
C/C(=N\Nc1nccnc1Cl)c1ccc(F)cc1 | -26
COc1ccc(CNC(=O)CCCN2C(=O)NC3(CCCC3)C2=O)cc1 | -1
CCc1c(C)sc(NC(=O)OC)c1C(=O)N1CCOCC1 | 4
O=C(CCCc1c[nH]c2ccccc12)NCc1ccc2c(c1)OCO2 | 9
CN(c1ccc(OCC(=O)N2CCCCC2)cc1)S(=O)(=O)c1cccs1 | 6
CC1CCN(C(=O)Cn2c3ccccc3c3nc4n(c(=O)c32)CCS4)CC1 | -22
COC(=O)C1CSC2c3ccccc3C(=O)N12 (stereo not drawn) | 7
Cc1ccc(N(Cc2ccccc2)C(=O)c2cc(S(=O)(=O)N3CCOCC3)ccc2Cl)cc1 | 11
COC(=O)CNC(=O)c1ccc(F)cc1 | 11
CS(=O)(=O)N(CC(=O)NC1CCCC1)c1ccc2c(c1)OCCO2 | -4
CC1(C)CC(=O)CC2(C1)NCC(c1ccccc1)c1c2[nH]c2ccccc12 (stereo not drawn) | 9
COc1ccccc1C1CN(c2ccc(F)cc2F)N=C1c1cccs1 (stereo not drawn) | -52
COc1ccc(C2C(=O)N(C3CCCCCC3)CC(=O)N2Cc2ccccc2)cc1OC (stereo not drawn) | -3
N#C[C@@H]1[C@H](c2ccccc2C2=CCCC2)[C@H](CO)N1C(=O)CN1CCOCC1 | -1[25 µM]
CC(=O)Nc1ccc(S(=O)(=O)NCc2ccc3c(c2)cc(C)n3C)cc1 | -1
O=C(CC1C(=O)NCCN1C(=O)Nc1ccccc1)Nc1ccc(F)cc1 (stereo not drawn) | 1
Cn1cc(CNC(=O)C23CC4CC(CC(C4)C2)C3)cn1 | 4
N#C[C@H]1[C@H](c2ccc(C3=CCCCC3)cc2)[C@H](CO)N1C(=O)NC1CCCC1 | 28
COc1ccc(NS(=O)(=O)c2ccc(C(=O)N(C)Cc3cccs3)cc2)cc1 | -2
O=C(CCc1ccc(S(=O)(=O)N2CCOCC2)cc1)OCC(=O)c1ccccc1 | 19
CCOc1ccccc1-c1nc(CN2CCCC2c2nccs2)c(C)o1 (stereo not drawn) | 8
CC(C)NC(=O)Nc1ccc2c(c1)C(=O)N([C@@H](C)CO)C[C@H](C)[C@@H](CN(C)C(=O)C1CCCCC1)OCCCC[C@@H](C)O2 | -16[25 µM]
COc1cc2c(cc1OC)CN(C(=O)c1sc(-c3cnccn3)nc1C)CC2 | 2
Cc1cc(C(=O)CN2C(=O)c3ccccc3S2(=O)=O)c(C)n1CC1CCCO1 (stereo not drawn) | 13
COc1ccccc1S(=O)(=O)N1CC[C@@H]2[C@H]1c1cc(-c3ccccc3F)ccc1N(C)[C@H]2CO | 7[25 µM]
OC(c1ccccc1)c1ncc(-c2ccc(Oc3ccccc3)cc2)[nH]1 (stereo not drawn) | -14
CO[C@@H]1CN(C)C(=O)c2ccc(NC(C)=O)cc2OC[C@@H](C)N(C(=O)c2cnccn2)C[C@H]1C | 1[25 µM]
CCNC(=O)[C@H]1[C@H](CO)[C@H]2Cn3c(ccc(-c4ccc(F)cc4)c3=O)[C@H]2N1Cc1cc(F)ccc1F | 14[25 µM]
CNC[C@H]1Oc2cc(C#CC(C)C)ccc2S(=O)(=O)N([C@H](C)CO)C[C@@H]1C | -11[25 µM]
O=C(CN1C(=O)c2ccccc2S1(=O)=O)N1CCc2ccccc21 | 9
CCc1ccc(OCc2cnc(Cl)s2)cc1 | -62
COc1ccc(S(=O)(=O)N2CCCCCC2)cc1C(=O)N(C)CC(=O)Nc1ccc(F)cc1 | -5
C[C@H](CO)N1C[C@H](C)[C@@H](CN(C)C(=O)Nc2ccc(-c3cccs3)cc2)OCc2cn(nn2)CCCC1=O | -9[25 µM]
O=S(=O)(c1ccccc1F)N1C[C@@H]2[C@H](c3ccccc31)[C@H](CO)N2Cc1ccc2c(c1)OCO2 | 17[25 µM]
CC(C)NC(=O)N1CC[C@@H]2[C@H]1c1cc(Br)ccc1N(C)[C@@H]2CO | -2[25 µM]
CCOc1ccc(N2CC(NC(=O)c3ccc4ccccc4c3)CC2=O)cc1 (stereo not drawn) | -1
COc1ccc(CC(=O)Nc2nc3n(n2)C(c2ccccc2)CC(=O)N3)cc1OC (stereo not drawn) | 4
CCCn1c(=O)c2c(nc3n2CCN3Cc2ccco2)n(C)c1=O | 4
COc1ccc2c3c(n(C)c2c1)[C@@H](CO)N(C(C)=O)CC31CCN(C(=O)c2cnccn2)CC1 | -1[25 µM]
O=C1COc2ccc3ccccc3c2CN1 | 10
C[C@H]1CN([C@@H](C)CO)S(=O)(=O)c2ccc(C#Cc3cccc(F)c3)cc2O[C@@H]1CN(C)S(=O)(=O)c1cn(C)cn1 | 13[25 µM]
O=C(O)C1C2C=CC(O2)C1C(=O)NCCc1cccc(Cl)c1 (stereo not drawn) | -10
COc1ccc(CC(=O)OCc2csc(CC(=O)Nc3ccc(C)cc3)n2)cc1 | -16
CN(C)CC(=O)N1[C@H](C#N)[C@@H](c2ccc(C#CC3CCCCC3)cc2)[C@@H]1CO | -9[25 µM]

17 of the compounds above, with tabs:
canonical_smiles	CD40 NFkB inh
COc1ccccc1S(=O)(=O)N1CC[C@@H]2[C@H]1c1cc(-c3ccccc3F)ccc1N(C)[C@H]2CO	7[25 µM]
OC(c1ccccc1)c1ncc(-c2ccc(Oc3ccccc3)cc2)[nH]1 (stereo not drawn)	-14
CO[C@@H]1CN(C)C(=O)c2ccc(NC(C)=O)cc2OC[C@@H](C)N(C(=O)c2cnccn2)C[C@H]1C	1[25 µM]
CCNC(=O)[C@H]1[C@H](CO)[C@H]2Cn3c(ccc(-c4ccc(F)cc4)c3=O)[C@H]2N1Cc1cc(F)ccc1F	14[25 µM]
CNC[C@H]1Oc2cc(C#CC(C)C)ccc2S(=O)(=O)N([C@H](C)CO)C[C@@H]1C	-11[25 µM]
O=C(CN1C(=O)c2ccccc2S1(=O)=O)N1CCc2ccccc21	9
CCc1ccc(OCc2cnc(Cl)s2)cc1	-62
COc1ccc(S(=O)(=O)N2CCCCCC2)cc1C(=O)N(C)CC(=O)Nc1ccc(F)cc1	-5
C[C@H](CO)N1C[C@H](C)[C@@H](CN(C)C(=O)Nc2ccc(-c3cccs3)cc2)OCc2cn(nn2)CCCC1=O	-9[25 µM]
O=S(=O)(c1ccccc1F)N1C[C@@H]2[C@H](c3ccccc31)[C@H](CO)N2Cc1ccc2c(c1)OCO2	17[25 µM]
CC(C)NC(=O)N1CC[C@@H]2[C@H]1c1cc(Br)ccc1N(C)[C@@H]2CO	-2[25 µM]
CCOc1ccc(N2CC(NC(=O)c3ccc4ccccc4c3)CC2=O)cc1 (stereo not drawn)	-1
COc1ccc(CC(=O)Nc2nc3n(n2)C(c2ccccc2)CC(=O)N3)cc1OC (stereo not drawn)	4
CCCn1c(=O)c2c(nc3n2CCN3Cc2ccco2)n(C)c1=O	4
COc1ccc2c3c(n(C)c2c1)[C@@H](CO)N(C(C)=O)CC31CCN(C(=O)c2cnccn2)CC1	-1[25 µM]
O=C1COc2ccc3ccccc3c2CN1	10
C[C@H]1CN([C@@H](C)CO)S(=O)(=O)c2ccc(C#Cc3cccc(F)c3)cc2O[C@@H]1CN(C)S(=O)(=O)c1cn(C)cn1	13[25 µM]

The list is partial; rates above refer to the full screens.
